Screening data as filed in PubChem.
MIN6 prolif: induces beta-cell replication in MIN6 cells; MIN6 cells proliferation, ATPlite luminescence, 48 h; cells starved in 0.2% serum; 100% = growth in 10% serum; proliferation, % at 10 µM; actives 0.29% (n = 330,000);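 active means compounds whose signal lies at least 3.5 SD above the mean of all wells on their plate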;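 further: 0% = DMSO-treated cells in low-serum medium and 100% = 10% serum control; some compounds called inactive have numbers as strong as hits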
HKDC1 inhibitor: blocks human hexokinase HKDC1 activity; actives 0.16% (n = 340,000); recombinant HKDC1, G6PDH/diaphorase resazurin coupled fluorescence; inhibition, % at 20 µM; AID 493160;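 active means inhibition above about 35% when tested at 20 µM, limit read from the data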;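 further: plate controls were DMSO wells with enzyme for no effect and DMSO wells lacking enzyme for full effect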
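Assay system: in-house recombinant HK5 (HKDC1) enzyme. Input: HKDC1 at 5 µg/mL. Medium: Tris pH 8.0 buffer with MgCl2, Tween-20, BSA, BME. Dosing: single 20 µM dose. Schedule: 90 min reaction incubation at room temperature, dark. Signal: resazurin-to-resorufin fluorescence via G6PDH and diaphorase coupling, 525/613 nm. Controls: DMSO-enzyme wells negative, buffer-substituted wells positive.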
PfGluPho inh: PfG6PD (Plasmodium falciparum) enzyme inhibition. PfGluPho enzyme, NADPH resazurin-diaphorase fluorescence. inhibition, % at 20 µM. AID 504690. actives 0.78% (n = 350,000);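 active means inhibition reaching at least a set limit at 20 µM in the primary screen, cut at about 59% in these data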;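 further: 0% = DMSO wells with substrate and 100% = DMSO wells lacking glucose-6-phosphate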
SENP8 block-1: inhibitors of human SENP8 protease; AID 602440; Q96LD8; recombinant SENP8, Nedd8 substrate fluorescence; inhibition, % at 20 µM; actives 0.64% (n = 360,000); in the data active means inhibition mostly above about 40%, no sharp cut-off; inactive means mostly below about 27%
SENP1 inh: blocks the human SENP1 SUMO protease catalytic domain; actives 0.21% (n = 360,000); inhibition, % at 10 µM; recombinant SENP1 catalytic domain, CyPet-SUMO1-YPet FRET cleavage; Q9P0U3;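 active means inhibition at least 30% at 10 µM, raw YFP signal under a set limit, fluorescence ratio 0.5 to 1.5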;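 further: 0% = enzyme with DMSO and 100% = no enzyme wells; some results filed as inactive read as strong as hits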
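Assay system – human recombinant His6-tagged SENP1 catalytic domain enzyme · Input – SENP1 enzyme, 20 pM final · Buffer or medium – Tris pH 8 buffer plus EDTA, NaCl, BME, BSA, NP40, catalase · Schedule – 50 min reaction at room temperature · Technique – FRET read of cyan and yellow fluorescence · Control set – no-enzyme wells low, DMSO-plus-enzyme wells high control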
SENP6 block: SENP6 protease inhibition; Q9GZR1; Recombinant SENP6 catalytic domain, aminoluciferin luminescence; AID 2599; actives 1.8% (n = 330,000); inhibition, % at 10 µM;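 active means inhibition above about 50% at the single tested dose, limit read from the data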;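 further: plate controls were DMSO wells with enzyme for no effect and DMSO wells lacking enzyme for full effect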
Target sequence (Q9GZR1 628-1112 limits assumed): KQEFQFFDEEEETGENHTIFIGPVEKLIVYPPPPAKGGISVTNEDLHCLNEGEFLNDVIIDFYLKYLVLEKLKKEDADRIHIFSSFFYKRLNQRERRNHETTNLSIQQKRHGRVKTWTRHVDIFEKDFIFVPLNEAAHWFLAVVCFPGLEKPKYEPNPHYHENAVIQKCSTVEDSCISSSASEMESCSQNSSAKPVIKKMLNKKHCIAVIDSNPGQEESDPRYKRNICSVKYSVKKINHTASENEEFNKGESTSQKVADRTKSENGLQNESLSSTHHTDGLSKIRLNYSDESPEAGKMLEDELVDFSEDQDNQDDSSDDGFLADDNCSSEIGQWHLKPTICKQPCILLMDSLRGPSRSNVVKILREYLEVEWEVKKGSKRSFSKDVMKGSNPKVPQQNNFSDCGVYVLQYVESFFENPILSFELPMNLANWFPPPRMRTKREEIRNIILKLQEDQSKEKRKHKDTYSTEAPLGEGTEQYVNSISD
UBC13 polyUb: blocks human UBC13 polyubiquitin chain formation. AID 485273. P61088. actives 0.47% (n = 330,000). TR-FRET. inhibition, % at 20 µM; in the data active means inhibition above about 45%, passing the limit was not always enough
Target sequence (P61088 whole entry, looked up): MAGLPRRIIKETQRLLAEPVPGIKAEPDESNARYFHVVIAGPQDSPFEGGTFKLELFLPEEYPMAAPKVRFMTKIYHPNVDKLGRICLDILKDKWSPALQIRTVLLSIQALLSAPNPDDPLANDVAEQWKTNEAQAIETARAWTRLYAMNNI
SENP7 inh: inhibitors of human SENP7 protease; actives 1.5% (n = 330,000); inhibition, % at 5 µM; AID 434973; recombinant SENP7, Z-RLRGG-aminoluciferin luminescence, 40 min; Q9BQF6;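 active means inhibition above about 50% at the single test dose, limit read from the data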;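 further: plate controls were DMSO with enzyme for no effect and no enzyme buffer wells for full effect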
Target sequence (Q9BQF6 706-1050 limits assumed): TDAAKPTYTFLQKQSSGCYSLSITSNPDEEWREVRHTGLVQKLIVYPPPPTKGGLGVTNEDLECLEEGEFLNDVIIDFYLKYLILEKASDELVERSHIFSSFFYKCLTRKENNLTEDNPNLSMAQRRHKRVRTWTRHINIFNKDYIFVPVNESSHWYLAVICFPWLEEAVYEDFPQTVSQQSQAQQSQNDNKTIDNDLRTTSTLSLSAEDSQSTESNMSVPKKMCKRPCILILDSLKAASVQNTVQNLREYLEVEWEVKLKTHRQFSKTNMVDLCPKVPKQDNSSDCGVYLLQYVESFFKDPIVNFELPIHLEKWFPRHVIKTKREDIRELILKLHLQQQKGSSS
SENP8 block-2: inhibitors of human SENP8 protease | Q96LD8 | purified SENP8, Z-RLRGG-aminoluciferin cleavage, luminescence | inhibition, % at 10 µM | actives 1.2% (n = 330,000) | AID 2540; in the data active means inhibition above about 50%
* marks the source's active call; other numbers are inactive results; . = no result given. An excerpt; count on the stated rates, not on these rows.

molecule,MIN6 prolif,HKDC1 inhibitor,PfGluPho inh,SENP8 block-1,SENP1 inh,SENP6 block,UBC13 polyUb,SENP7 inh,SENP8 block-2
COC(=O)C1=C(c2ccc(F)cc2OCc2ccccc2)C[C@@H]2CC[C@H]1N2C(=O)NC(C)C,4,0,-2,3,4,15,10,4,7
COC(=O)C1=C(c2cccc(C#N)c2)C[C@@H]2CC[C@H]1N2C(=O)NC1Cc2ccccc2C1,2,-8,-3,7,0,5,4,2,7
CC12CCCCC1=[N+]([O-])CN2O (stereo not drawn),0,-7,-7,10,4,-1,7,1,-2
OC(CNCc1ccccc1)c1ccc(Cl)cc1 (stereo not drawn),.,-5,-2,12,0,.,.,.,.
COC(=O)Nc1nc2ccccc2[nH]1,.,-4,-5,12,0,.,.,.,.
O=c1[nH]c(=S)n(-c2ccccc2F)c(O)c1C=Nc1ccc(N2CCOCC2)cc1,-4,13,9,10,67*,17,-14,7,3
O=C(c1ccc2c(c1)ncn2C1CCCCC1)N1CCC2(CC1)OCCO2,-1,-7,-15,.,.,9,-4,-4,-7
CO[C@H]1CC=C2CCN3CCC4=C(CC(=O)OC4)[C@]23C1,1,-4,-2,7,0,-14,6,1,4
CC(=O)Nc1nc(CCl)cs1,-1,1,-7,-5,-3,1,3,3,4
COC(=O)C1C=C2c3cccc4[nH]cc(c34)CC2N(C)C1 (stereo not drawn),0,.,.,.,.,54*,-57,18,38
O=C1OC(c2ccc([N+](=O)[O-])cc2)=N/C1=C/N1CC2CC(C1)c1cccc(=O)n1C2 (stereo not drawn),3,-1,-4,15,63,8,-8,5,0
CN(C(=O)Oc1cccc2ccccc12)C1C=CCC1 (stereo not drawn),.,11,14,7,4,.,.,.,.
COC(=O)C1=C(c2ccc(OC)c(OC)c2)C[C@@H]2CC[C@H]1N2C(=O)NC1CC1,2,0,-11,11,2,-1,4,8,-5
COC1C(OC(=O)c2ccc(C)[nH]2)C(O)C(Oc2ccc3c(O)c(NC(=O)c4ccc(O)c(CC=C(C)C)c4)c(=O)oc3c2Cl)OC1(C)C (stereo not drawn),-4,8,-19,40*,2,24,-39,-4,23
Cn1c(O)c(Cc2ccc(OCc3ccccc3)cc2)c(=O)n(C)c1=O,-3,0,-11,15,-1,-9,-7,-9,-13
CCCNC(=O)N1CCC2(CC1)OCCO2,-1,-8,-14,7,1,5,7,-1,0
Cc1ccc2nc(N3CCN(C)CC3)[nH]c2c1,-3,2,-1,9,3,-9,-2,-6,-10
COc1ccc(CCn2c(O)c(C=NCCCn3ccnc3)c(=O)[nH]c2=O)cc1OC,1,-3,-4,11,0,3,4,3,-1
COc1ccc(/C=N\N=C(N)N)cc1,3,-8,10,14,1,9,3,3,2
Cn1cc(C(=O)OCC(=O)NC2CCCC2)c2ccccc21,-3,1,-15,17,0,5,-1,1,-4
Oc1ccc(CC2CC3CCN2CC3)cc1O (stereo not drawn),-2,-2,-1,16,1,-3,10,3,0
CCC(=NCCCN1CCOCC1)c1c(O)n(-c2ccccc2C)c(=O)[nH]c1=O,-2,-2,-20,-1,-1,-4,2,8,5
CC(C)(C)NC(=O)NC(=O)CN1CC=C(c2ccccc2)CC1,-4,-7,-9,-42,-30,-4,-11,-10,-5
CCOC(=O)C(O)(c1ccc(N=Cc2ccccc2O)c(C)c1)C(F)(F)F (stereo not drawn),-1,-2,-7,21,-1,5,-8,9,3
COC(=O)C1=C(c2c(C)noc2C)C[C@@H]2CC[C@H]1N2C(=O)NCC1CC1,-2,-7,-16,15,2,-22,-3,-11,-26
Cc1ccc(C(O)(C(=O)NNC(=O)CN2CCN(C)CC2)c2ccc(C)cc2)cc1,-2,5,-16,16,0,-5,1,-5,-17
CSc1ncc(CN2CCCC(C(=O)c3ccccc3SC)C2)cn1 (stereo not drawn),-1,-3,4,19,3,10,3,2,5
N/C(=N\[N+](=O)[O-])N1CCN(C(=O)c2ccccc2)CC1,-2,-11,-6,.,.,-26,-2,-1,-6
Clc1ccc(OCC#CCN2CCCC2)cc1,1,-7,-2,10,2,-3,1,7,-5
N#Cc1c(N2CCNCC2)nc(-c2ccco2)c2c1CCCC2,-4,-3,7,-414,-5,-36,-7,-12,-10

Part of the list above in a different format:
> COc1ccc(/C=N\N=C(N)N)cc1
  MIN6 prolif: 3
  HKDC1 inhibitor: -8
  PfGluPho inh: 10
  SENP8 block-1: 14
  SENP1 inh: 1
  SENP6 block: 9
  UBC13 polyUb: 3
  SENP7 inh: 3
  SENP8 block-2: 2
> Cn1cc(C(=O)OCC(=O)NC2CCCC2)c2ccccc21
  MIN6 prolif: -3
  HKDC1 inhibitor: 1
  PfGluPho inh: -15
  SENP8 block-1: 17
  SENP1 inh: 0
  SENP6 block: 5
  UBC13 polyUb: -1
  SENP7 inh: 1
  SENP8 block-2: -4

Another view of some results above:
structure: CN(C(=O)Oc1cccc2ccccc12)C1C=CCC1 (stereo not drawn)
  MIN6 prolif: .
  HKDC1 inhibitor: 11
  PfGluPho inh: 14
  SENP8 block-1: 7
  SENP1 inh: 4
  SENP6 block: .
  UBC13 polyUb: .
  SENP7 inh: .
  SENP8 block-2: .

structure: CSc1ncc(CN2CCCC(C(=O)c3ccccc3SC)C2)cn1 (stereo not drawn)
  MIN6 prolif: -1
  HKDC1 inhibitor: -3
  PfGluPho inh: 4
  SENP8 block-1: 19
  SENP1 inh: 3
  SENP6 block: 10
  UBC13 polyUb: 3
  SENP7 inh: 2
  SENP8 block-2: 5

Returning to the listing with the four entries that preceded the break.
molecule,MIN6 prolif,HKDC1 inhibitor,PfGluPho inh,SENP8 block-1,SENP1 inh,SENP6 block,UBC13 polyUb,SENP7 inh,SENP8 block-2
CSc1ncc(CN2CCCC(C(=O)c3ccccc3SC)C2)cn1 (stereo not drawn),-1,-3,4,19,3,10,3,2,5
N/C(=N\[N+](=O)[O-])N1CCN(C(=O)c2ccccc2)CC1,-2,-11,-6,.,.,-26,-2,-1,-6
Clc1ccc(OCC#CCN2CCCC2)cc1,1,-7,-2,10,2,-3,1,7,-5
N#Cc1c(N2CCNCC2)nc(-c2ccco2)c2c1CCCC2,-4,-3,7,-414,-5,-36,-7,-12,-10
CCOP(=O)(OCC)C(NC(=O)c1ccccc1)C(Cl)(Cl)Cl (stereo not drawn),-2,-11,-6,16,1,-11,9,-2,-1
COc1ccc(OCC(=O)N2CCN(Cc3ccc4c(c3)OCO4)CC2)cc1,-2,-3,-14,5,-1,-8,5,1,0
COc1ccc(CN2CCN(C(=O)COc3cccc(C)c3)CC2)c(OC)c1,.,-4,-8,21,0,.,.,.,.
O=C(c1ccccc1)C(CN1CCCC1)c1ccccc1 (stereo not drawn),.,10,-6,7,-1,.,.,.,.
Cc1ccc2c(c1)C1CN(C)CCC1N2C(=O)Nc1cccc(Cl)c1 (stereo not drawn),-4,-7,2,8,1,3,5,9,-5
COc1ccccc1-n1c(O)c(C=NCCN2CCNCC2)c(=O)[nH]c1=O,2,-2,5,-2,-8,-5,8,2,-1
CN1CC(C(=O)c2ccc(Cl)cc2)C(c2ccccc2)C1 (stereo not drawn),-3,6,-2,25,0,5,9,6,6
CCCCCCNc1nc(OC)nc(N2CC3CC(C2)c2cccc(=O)n2C3)n1 (stereo not drawn),-1,3,7,-10,2,-24,-14,-3,-8
Cc1ccc(C)c(NC2=NCCCS2)c1,-2,-6,-13,11,2,-7,9,6,3
CCCCOC(=O)c1ccccc1C(=O)OCc1ccccc1,-4,1,-18,8,2,-9,12,-2,5
O=c1[nH]c(=O)n(-c2cccc3ccccc23)c(O)c1/C=N/N1CCCCC1c1cccnc1 (stereo not drawn),4,-3,-6,-50,0,4,5,1,2
O=C(c1cn(Cc2ccccc2)c2ccccc12)C1CC1,0,-3,10,10,0,-11,-4,-11,-5
COC(=O)[C@]1(C)C[C@H]1[C@H](NP(=O)(c1ccccc1)c1ccccc1)c1ccccc1,-3,4,-9,17,2,-17,-6,11,-9
CN1CCN(c2nc(N)cc(=O)[nH]2)CC1,-1,0,5,32,0,1,-12,-1,-12
Fc1ccc(C2NCCc3[nH]cnc32)cc1 (stereo not drawn),0,6,-6,37,0,16,3,2,-8
COc1cc(C2NCc3ccccc3-n3cccc32)ccc1O (stereo not drawn),-1,4,0,22,0,-3,6,-5,2
Cc1cc(Cc2c(O)[nH]c(=S)[nH]c2=O)ccc1OC(C)C,-2,3,-29,12,-1,4,2,-5,2
Cc1nc2cc(C(F)(F)F)ccc2n1C1CCN(Cc2nnnn2Cc2ccc3c(c2)OCO3)CC1,-4,3,5,24,1,0,23,-13,-6
CCOc1cccc(=NC2CCCCC2)c2c(C)n(C)c(C)c12,-4,8,7,28,11,6,-133,8,2
CCOP(=O)(OCC)C(NC(=O)Cc1ccccc1)C(Cl)(Cl)Cl (stereo not drawn),3,12,7,5,0,-40,-11,-3,-8
COc1cc2c(c(OC)c1OC)-c1ccc(O)c(=O)cc1[C@@H](NC(C)=O)CC2,-3,-8,-14,-28,-2,-5,30,-6,2
CCOc1ccc(C2SCC(=O)Nc3c2c(C)nn3C2CCOC(C)(C)C2)cc1 (stereo not drawn),-2,4,25,14,2,0,6,4,-2
CC(=NCc1cccnc1)c1c(O)n(-c2ccccc2C)c(=O)[nH]c1=O,-2,-13,-12,15,1,7,-1,7,1
CC1(C)CCCN1CCC(C(N)=O)(c1ccccc1)c1ccccc1,.,-6,4,20,1,.,.,.,.
COC(=O)C1=C(c2c(C)noc2C)C[C@@H]2CC[C@H]1N2C(=O)N1CCCC1,2,0,-4,4,1,5,6,1,-2
COC(=O)c1ccc(CC(C(=O)c2ccccc2)N(C)C)cc1 (stereo not drawn),-7,-2,12,-88,-14,3,1,-3,2
Cc1cccc(CN2CCCC(C(=O)c3cccc(OC(C)C)c3)C2)n1 (stereo not drawn),1,11,-7,-3,1,-1,11,-3,-3
Cc1ccc(C(C)C)c(OCC(=O)N2CCN(Cc3nc4cc([N+](=O)[O-])ccc4n3C)CC2)c1,-4,-13,16,9,2,-4,2,-4,6
